Ecoli WT expand = growth inhibitors of wild-type E. coli, primary screen, strain BW25113, expanded library, OD600; OD600 absorbance; growth inhibition, % at 100 µM; actives 0.15% (n = 98,000); AID 710, 2007;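 active = growth inhibition above about 50% at one test dose, limit read from the data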;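 also: growth measured after 20 h incubation at 37 °C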
S1P2 antag = human S1P2 receptor antagonists, primary screen, cell-based; Sphingosine 1-phosphate receptor 2 (Homo sapiens), O95136; cell-based S1P2 antagonist assay, inhibition at 5 uM; inhibition, % at 5 µM; actives 0.21% (n = 97,000); in the data active = inhibition above about 45%;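 also: CRE beta-lactamase reporter cells expressing human S1P2 stimulated with S1P; 0% = agonist at EC80 alone and 100% = agonist plus reference antagonist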
Target sequence (O95136 whole entry, looked up): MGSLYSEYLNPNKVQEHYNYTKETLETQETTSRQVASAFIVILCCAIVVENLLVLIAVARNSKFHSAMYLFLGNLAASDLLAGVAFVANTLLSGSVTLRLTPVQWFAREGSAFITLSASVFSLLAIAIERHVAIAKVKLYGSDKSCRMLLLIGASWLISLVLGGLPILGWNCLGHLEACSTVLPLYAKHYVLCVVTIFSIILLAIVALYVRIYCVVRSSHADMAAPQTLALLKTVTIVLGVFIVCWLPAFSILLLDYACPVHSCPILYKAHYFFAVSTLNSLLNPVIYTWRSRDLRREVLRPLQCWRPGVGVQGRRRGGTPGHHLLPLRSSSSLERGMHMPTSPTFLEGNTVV
Lung fibro prol = antiproliferative effect on LL 47 fibroblasts – human, LL 47 cells, CellTiter-Glo luminescence, primary screen; actives 1.1% (n = 85,000); AID 719, 2007; viability, % at 10 µM; LL 47 human lung fibroblast viability, ATP luminescence; hits give low values;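 active = viability at or below 50% in the single dose screen; inactive = viability above 50%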;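 also: compound exposure lasted 72 h before the ATP readout; 100% = median luminescence of untreated cell-only wells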
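Material: human LL 47 lung fibroblast cells; quantity: 1,150 cells/well; medium: IMEM plus 15% FBS; doses: 0.1% DMSO in all compound wells; timing: overnight attachment after seeding, then 72 h compound exposure at 37 °C; detection: CellTiter-Glo luminescence; measure: % viability of median cell-only signal; controls: cell-only wells, no compound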
PostGolgi ctrl = growth inhibition of yeast control strain, primary screen, counter-screen for post-Golgi transport modulator project. inhibition, % at 10 µM. AID 738, 2007. efflux-deficient yeast background strain, growth absorbance A615, 16 h. actives 5% (n = 98,000)
PostGolgi yeast = phenotypic screen on post-Golgi transport, primary screen; post-Golgi transport phenotypic cell assay; inhibition, % at 10 µM; actives 0.9% (n = 98,000);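 also: yeast cells grown in 1536-well plates; yeast grown about 18 h at 30C before absorbance read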
H69AR growth 86K = proliferation blockers of H69AR lung cancer cells, primary screen, cell-based, human, 86K library; viability, % at 10 µM; H69AR lung tumor viability, ATP luminescence, 72 h; hits give low values; actives 6% (n = 85,000); AID 598, 2007;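 active = viability at or below 40%; inactive = viability above 40%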;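 also: multidrug resistant small cell line overexpressing MRP-1 efflux transporter; 100% = mean luminescence of untreated control wells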
S1P2 agonist = S1P2 receptor agonists, primary screen, cell-based; Sphingosine 1-phosphate receptor 2 (Homo sapiens), O95136; S1P2-expressing cell line, agonist reporter read-out; activation, % at 4.5 µM; actives 0.46% (n = 97,000); AID 729, 2007; in the data active = activation above about 16%;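 also: 0% = vehicle low control and 100% = maximal reference agonist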
HUVEC inhibit = inhibitors of HUVEC proliferation, primary screen, cell-based, 384-well; viability, % at 10 µM (by protocol); CellTiter-Glo luminescence, 72 h; hits give low values; actives 1.1% (n = 86,000);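 active = viability at or below 30%; inactive = viability above 30%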;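 also: 100% = median luminescence of DMSO-only cell control wells on each plate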
hDAT+cocaine = changed hDAT dopamine uptake under cocaine IC80, either direction, primary screen, cocaine antagonist project, cell-based, LLC-PK1 hDAT, [14C]-dopamine uptake, MLSMR | Sodium-dependent dopamine transporter (Homo sapiens), Q01959 | LLC-PK1 hDAT cells, [14C]-dopamine uptake with cocaine IC80; actives deviate in either direction | B-score at 10 µM | actives 1.3% (n = 110,000) | AID 449768, 2010;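 active = Z score or B-score, a plate-position-corrected score, falls beyond the plate's 99.7% confidence bounds, in either direction; inactive = both scores lie inside the 99.7% bounds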;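 also: scored against the spread of the other compound wells on the same plate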
Target sequence (Q01959 whole entry, looked up): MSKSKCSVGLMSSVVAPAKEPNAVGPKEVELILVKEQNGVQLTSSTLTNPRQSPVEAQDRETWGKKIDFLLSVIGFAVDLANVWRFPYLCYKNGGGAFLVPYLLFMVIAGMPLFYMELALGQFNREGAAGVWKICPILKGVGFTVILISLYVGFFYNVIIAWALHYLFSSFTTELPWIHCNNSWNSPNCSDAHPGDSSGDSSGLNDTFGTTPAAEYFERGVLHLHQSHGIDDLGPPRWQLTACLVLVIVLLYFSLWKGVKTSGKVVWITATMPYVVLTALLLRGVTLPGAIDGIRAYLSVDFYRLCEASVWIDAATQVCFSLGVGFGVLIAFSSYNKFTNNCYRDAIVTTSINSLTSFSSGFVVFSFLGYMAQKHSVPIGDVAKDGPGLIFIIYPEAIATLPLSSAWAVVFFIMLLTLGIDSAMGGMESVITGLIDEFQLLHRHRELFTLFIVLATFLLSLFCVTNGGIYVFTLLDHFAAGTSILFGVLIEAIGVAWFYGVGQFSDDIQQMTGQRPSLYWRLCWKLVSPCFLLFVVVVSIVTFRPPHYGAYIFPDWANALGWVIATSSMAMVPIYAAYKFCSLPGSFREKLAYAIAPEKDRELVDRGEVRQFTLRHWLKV
Starred values were filed as active, the others as inactive; x = no result given. Rule as the data show it, unless noted: active = inhibition above about 30%; inactive = the rest. No enrichment for hits; any-hit rate near 11%.

SMILES | Ecoli WT expand | S1P2 antag | Lung fibro prol | PostGolgi ctrl | PostGolgi yeast | H69AR growth 86K | S1P2 agonist | HUVEC inhibit | hDAT+cocaine
CN1/C(=C\C(=O)COC(=O)C2COc3ccccc3O2)C(C)(C)c2ccccc21 (configuration not stated) | -11 | -5 | x | 2 | 26 | 87 | -4 | 109 | -0.67
Cc1nn(-c2ccccc2)c2c1C(c1ccc(F)cc1F)C(C#N)=C(N)O2 (configuration not stated) | -1 | 1 | 87 | -3 | 0 | 85 | -10 | 88 | 0.12
CCOc1cc(C2C(C#N)=C(N)Oc3n[nH]c(CC)c32)ccc1OCCN1CCOCC1 (configuration not stated) | 0 | 14 | 105 | 10 | 4 | 89 | -7 | 102 | 0.75
N/C(COc1ccccc1)=N\NS(=O)(=O)c1ccccc1 | 3 | 11 | x | 1 | 6 | x | -6 | x | -0.24
CN(c1ccc(OCC(=O)N2CCC(C(N)=O)CC2)cc1)S(=O)(=O)c1cccs1 | 4 | -3 | x | -1 | 3 | x | -6 | x | -0.29
CCOc1cc(N2CCOCC2)c(OCC)cc1NS(=O)(=O)c1ccc(Cl)s1 | 10 | -19 | x | 7 | 3 | 20* | 0 | 58 | 0.34
CC(C)=CC(=O)Nc1ccccc1C(N)=O | 4 | 30 | 106 | -2 | 6 | 93 | 1 | 94 | -1.1
CCOC(=O)c1c(C)n(C)c2ccc(OCC(N)=O)cc12 | 7 | -1 | x | 5 | -2 | x | -2 | x | 0.2
Cc1ccc(NC(=O)N2CCC(O)(c3ccc(Cl)cc3)CC2)cc1 | -1 | 2 | 103 | 15 | 7 | 79 | -3 | 91 | 2.3
CCOC(=O)c1cnc2c(Cl)c(Cl)ccc2c1N1CCN(C)CC1 | -1 | 6 | 86 | 4 | -5 | 42 | -4 | 94 | 0.41

Whole records, quoted from the list.
CN1/C(=C\C(=O)COC(=O)C2COc3ccccc3O2)C(C)(C)c2ccccc21 (configuration not stated) in the list: Ecoli WT expand = -11; S1P2 antag = -5; Lung fibro prol = x; PostGolgi ctrl = 2; PostGolgi yeast = 26; H69AR growth 86K = 87; S1P2 agonist = -4; HUVEC inhibit = 109; hDAT+cocaine = -0.67
N/C(COc1ccccc1)=N\NS(=O)(=O)c1ccccc1 in the list: Ecoli WT expand = 3; S1P2 antag = 11; Lung fibro prol = x; PostGolgi ctrl = 1; PostGolgi yeast = 6; H69AR growth 86K = x; S1P2 agonist = -6; HUVEC inhibit = x; hDAT+cocaine = -0.24

(next part)
SMILES | Ecoli WT expand | S1P2 antag | Lung fibro prol | PostGolgi ctrl | PostGolgi yeast | H69AR growth 86K | S1P2 agonist | HUVEC inhibit | hDAT+cocaine
O=C(NC1CCCC1)C(c1ccccn1)N(C(=O)c1csnn1)C1CCCCC1 (configuration not stated) | x | -13 | 95 | x | x | 95 | -1 | 105 | -1.2
Cc1ccc(O)c(CC(C)C)n1 | 4 | 12 | 106 | 0 | 6 | 90 | -6 | 105 | -0.12
CCOC(=O)CSc1nc(CC)nc2ccccc12 | 3 | x | 101 | 4 | 0 | 105 | x | 89 | 0.52
CC(C)OC(=O)c1ccc(NC(=O)C2C3CC4OC(=O)C2C4C3)cc1 (configuration not stated) | -2 | -13 | 97 | 6 | -3 | 91 | -4 | 109 | 0.01
CCn1c(SCC(=O)Nc2nccs2)nnc1-c1ccccc1 | -2 | 17 | 95 | 9 | -5 | 100 | -5 | 93 | 0.99
CCc1ccc(CNc2ccc3c(c2)ncn3C)cc1 | 33 | 6 | 110 | -7 | 10 | 87 | -11 | 97 | -0.31
CC(C)N(C(=O)c1ccc2nc3c4ccccc4c4ccccc4c3nc2c1)C(C)C | x | -17 | 103 | x | x | 91 | -2 | 94 | x
COC(=O)c1ccc2c(=O)n(CCCCCC(=O)N3CCN(c4ccc(F)cc4)CC3)c(=O)[nH]c2c1 | 0 | 15 | 85 | 1 | 0 | 81 | 0 | 63 | 0.17
O/N=C/c1ccc(OCC(O)COc2ccc(/C=N/O)cc2)cc1 | -7 | -13 | 99 | 7 | 0 | 44 | -1 | 84 | 0.42
COc1ccc(C2N(C(=O)c3ccccc3)CCN2C(=O)c2ccccc2)cc1 | 9 | -6 | 101 | 11 | -2 | 89 | -8 | 96 | -0.38
Cc1cccc(NC(=O)CCS(=O)(=O)c2cccc3nsnc23)c1C | 1 | -4 | 97 | 16 | -12 | 104 | -7 | 85 | -0.0049
CC(=O)/C(C#N)=C1\NC(=O)C(Cc2ccccc2Cl)S1 (configuration not stated) | -1 | -11 | 84 | 15 | -7 | 97 | -8 | 79 | -0.017
COc1ccc(Cl)cc1NC(=O)CCN1CCN(c2ccccc2C)CC1 | 0 | 2 | x | 16 | 2 | x | -3 | x | -0.008
O=C(Nc1cccc(C(F)(F)F)c1)C1CCCN1S(=O)(=O)c1cccc2cccnc12 (configuration not stated) | -1 | 13 | 92 | 10 | -4 | 76 | -6 | 91 | 0.28
CC(=O)Nc1ccccc1NC(=O)CN(C)S(=O)(=O)c1ccc(C)cc1 | 9 | -4 | 108 | 5 | 4 | 99 | -6 | 100 | -0.094
CCCNC(=O)C(NS(=O)(=O)c1cccc2nsnc12)c1ccccc1 (configuration not stated) | -5 | 6 | 92 | 5 | -1 | 102 | -2 | 88 | -0.21
COC(=O)C1C2C=CC3(CN(c4cccc(C)c4)C(=O)C13)O2 (configuration not stated) | 1 | 17 | 93 | 20 | -1 | 104 | -5 | 92 | x
O=C(NC1CCCCC1)c1ccc(Br)o1 | -1 | 11 | 98 | 0 | 0 | 102 | -9 | 89 | -1.9
CCCCNCCOCCOc1ccc(C)cc1[N+](=O)[O-] | 6 | 10 | x | -1 | -2 | x | -3 | x | -1.1
CCCn1c(SCC(=O)c2ccc3c(c2)OCCO3)nc2c1c(=O)n(C)c(=O)n2C | -7 | x | 95 | 11 | -1 | 86 | x | 98 | -0.52
CCOC(=O)N1CCN(c2nc(-c3ccco3)cc(C(F)(F)F)n2)CC1 | 0 | 11 | 105 | 27 | 0 | 89 | -5 | 126 | 1.1
CN(C)S(=O)(=O)c1ccc(C(=O)Nc2ccccc2OC(F)(F)C(F)F)cc1 | -1 | -3 | 98 | 8 | -1 | 94 | -1 | 100 | 0.14
O=C(Nc1nnc(-c2ccc3c(c2)CCCC3)o1)C1COc2ccccc2O1 (configuration not stated) | 0 | 9 | 103 | 72* | 100* | 70 | -4 | 49 | 0.31
CCC(C)NC(=O)Cn1cccc1C(=O)c1ccccc1 (configuration not stated) | 3 | 5 | 94 | 9 | -2 | 91 | -5 | 104 | 0.012
CCOc1ccc(C2C(C(=O)C3CC3)N3C=C(C#N)C=CC3C2(C#N)C#N)cc1 (configuration not stated) | 1 | 5 | x | 15 | 4 | x | -1 | x | 0.4
CCCC(=O)Nc1ccc(-c2nc3cc(C)c(C)cc3o2)cc1 | 2 | 7 | 113 | 8 | -3 | 91 | -2 | 98 | -0.29
Cc1csc(NC(=O)c2cc(C)oc2C)n1 | 8 | -4 | 93 | 2 | -1 | 84 | -7 | 95 | x
CCOc1cc(CNC(C)(C)CO)cc(Br)c1OCc1ccc(Cl)cc1Cl | 27 | 25 | x | 91* | 13 | x | -6 | x | 2.5*
CCN(CCCc1ccccc1)CCCc1ccccc1 | x | x | 94 | x | x | 86 | x | 91 | 0.015
CCNc1nc(N)nc(Oc2ccc(OCCOc3ccc(Cl)cc3Cl)nn2)n1 | 5 | -6 | 93 | 7 | 1 | 85 | -7 | 112 | 1.4
O=C(Nc1ccccc1C(=O)N/N=C/c1ccc(F)cc1)c1ccccc1Br | -6 | 9 | x | 21 | 7 | x | -8 | x | -0.76
CC(C)COc1ccc(CNC(=S)NCc2ccccc2)cc1 | 0 | 2 | x | 10 | -4 | x | -8 | x | 1
CCc1nc2ccccc2c(C(=O)OCC(=O)NCCCN2CCCC2=O)c1C | 0 | -15 | x | -7 | 18 | 48 | -5 | 100 | -0.68
COc1ccc(-c2nnc(SC(C)C(=O)Nc3nccs3)n2Cc2ccccc2)cc1OC (configuration not stated) | -4 | 1 | 97 | 1 | -2 | 77 | -2 | 102 | 0.14
C=C(C)Cn1c(SCC(=O)O)nc2c1c(=O)[nH]c(=O)n2C | 2 | 27 | 103 | 1 | 0 | 98 | -3 | 96 | -0.44
N#CC1=C(N)SC(N)=C(C#N)C1CCc1ccccc1 | 5 | -15 | 93 | 7 | -6 | 86 | -5 | 81 | -1.1
Cc1cc2n(n1)SC(Nc1ccccc1)N2 (configuration not stated) | 18 | 17 | 105 | -5 | 5 | 102 | -5 | 96 | 0.69
c1ccc2c(c1)Cn1c-2nc2ccccc21 | 14 | 4 | 93 | -1 | -1 | 97 | -3 | 110 | -0.3
COc1ccc(S(=O)(=O)N2c3cc(C)ccc3OCC2C(C)(C)C)cc1 (configuration not stated) | -8 | 1 | x | 9 | -8 | x | 1 | x | 1
O=C(c1ccc(S(=O)(=O)N2CCOCC2)cc1)N1CCCc2ccccc21 | -7 | 7 | 97 | 17 | 3 | 81 | -9 | 93 | 1.3
Cc1ccnc(NC(=O)CCC2COc3ccccc3O2)c1 (configuration not stated) | 3 | -7 | 99 | 7 | -9 | 101 | -3 | 95 | -0.042
COc1ccc(/C(CC2(O)C(=O)Nc3ccccc32)=N\O)cc1 (configuration not stated) | -7 | x | 119 | -8 | -2 | 100 | x | 99 | -1.9
Cc1cc2nncn2c2ccccc12 | 12 | -8 | 95 | 0 | 2 | 80 | 2 | 93 | -1.2
CC1(C)OC(=O)N(c2ccccc2)C12C=Cc1cc(Br)ccc1O2 (configuration not stated) | -10 | -26 | 91 | 22 | 14 | 18* | -3 | 100 | -0.49
CCCc1[nH]nc2c1C(c1cccc(OC)c1)C(C#N)=C(N)O2 (configuration not stated) | -6 | -1 | 104 | 13 | 6 | 79 | -4 | 92 | 0.67
O=C(CSc1nc(-c2ccccc2)c(-c2ccccc2)o1)Nc1nncs1 | 0 | -5 | x | 26 | -7 | x | -2 | x | -0.58
CCCCCOC(=O)C1=C(C)Nc2nnnn2C1c1ccc(OC)c(OC)c1OC (configuration not stated) | 9 | 2 | 81 | -1 | 11 | 85 | -5 | 102 | 0.97
Cn1c(COc2ccccc2)nnc1SCC(=O)c1cccc([N+](=O)[O-])c1 | -2 | 26 | x | -1 | 0 | x | -2 | x | -0.49
CC(C)n1nnnc1SCC(=O)Nc1ccc2c(c1)OCO2 | x | -5 | 96 | x | x | 86 | -9 | 78 | -0.87
C=CCNC(=O)C1CC(=O)N(c2ccc(Br)cc2)C1 (configuration not stated) | 5 | 17 | 99 | 13 | 25 | 111 | -1 | 98 | -0.6
CCOC(=O)c1c(NC(=O)C2c3ccccc3Oc3ccccc32)sc(C(=O)N(CC)CC)c1C | -20 | -12 | x | 4 | 0 | x | -10 | x | -0.033
COC(=O)c1ccc(NC(=O)CCN2CCN(c3ccccc3)CC2)cc1 | -3 | -12 | 107 | 7 | -8 | 108 | -6 | 100 | -0.068
CCOc1ccc(NC(=O)c2ccc(OC)cc2)cc1 | -7 | 11 | 98 | 9 | -9 | 99 | -7 | 106 | -6.8
